Compound activity as filed in PubChem.
RMI-FANCM inh = blocks RMI1/RMI2 complex binding to FANCM MM2 peptide. AID 1159607. Fluorescence polarization, RMI core complex with F-MM2 peptide; active compounds read low. FP signal (polarization) at 33 µM. hit rate 0.58% among 70,000; in the data active = FP signal below about 40; also: inactives centre near 61; strong numbers were not always called active; unit not given here
* hit, by the source's call; & = joins results of further samples. This is a subset (hit frequency here may not be typical).

SMILES | RMI-FANCM inh
O=S(=O)(NCC(c1cccnc1)N1CCN(c2ccccc2)CC1)c1cc(F)ccc1F (stereo not drawn) | 59
O=C(CN1C(=O)c2ccccc2C1=O)Nc1nc(-c2ccc3ccccc3c2)cs1 | 77
COc1ccc(-c2c(C)c3ccc(OC)cc3oc2=O)cc1 | 67
O=[N+]([O-])c1ccc(Oc2ncnc3cc(Cl)ccc23)nc1 | 56
CCOc1ccc(-n2nnc(C(=O)OCc3cccc(Cl)c3)c2C)cc1 | 65
NC(=S)c1c(Cl)cc(C(F)(F)F)cc1Cl | 59
COc1ccc(CNC(=O)N2CCC(c3nnc(C4CC4)s3)CC2)cc1 | 61
CCc1ccccc1OCC(=O)NCCc1ccccc1 | 65
COc1ccc(-c2cc3ccc(OC(=O)c4cccs4)cc3oc2=O)cc1OC | 56
O=C(NCCCn1nc(-c2ccc(Cl)cc2)ccc1=O)Nc1ccc2c(c1)OCO2 | 63
Cc1ccc(CNC(=O)CC2CCCCN2S(=O)(=O)c2ccccc2)cc1 (stereo not drawn) | 68
O=C1Nc2ccccc2Oc2ccc(NC(=O)C34CC5CC(CC(C5)C3)C4)cc21 | 59

Overlap with the part before: 2 entries, followed by the next part.
SMILES | RMI-FANCM inh
Cc1ccc(CNC(=O)CC2CCCCN2S(=O)(=O)c2ccccc2)cc1 (stereo not drawn) | 68
O=C1Nc2ccccc2Oc2ccc(NC(=O)C34CC5CC(CC(C5)C3)C4)cc21 | 59
CC(=O)Oc1c(-c2ccccc2)oc2c(CC=C(C)C)c3c(c(OC(C)=O)c2c1=O)C=CC(C)(C)O3 | 60
CC(C)N1CCC(CNS(=O)(=O)CCc2ccccc2)CC1 | 71
O=S(=O)(NCc1ccc2c(c1)OCO2)c1cccc(C(F)(F)F)c1 | 74
O=C(Cn1nnc(-c2ccccc2C(F)(F)F)n1)NNS(=O)(=O)c1cccc(Cl)c1 | 55
N#CC(NCc1ccccc1)c1ccc(Cl)c(Cl)c1 (stereo not drawn) | 65
Cc1nc(-c2cccnc2)nc(NCc2ccccc2)c1Cl | 61
S=C1SCN(Cc2ccco2)CN1Cc1ccco1 | 56
Cc1c(CCC(=O)O)c(C)n2c(nc3ccccc32)c1C#N | 61
CN(C)S(=O)(=O)c1ccc(C(=O)OCc2cc(-c3cccs3)on2)cc1 | 65
O=C(Nc1nc2c(s1)CCCC2)c1ccco1 | 62
CC(=O)Nc1cccc(NC(=O)c2ccc(=O)n(Cc3ccc(F)cc3)n2)c1 | 63
Cn1c(SCc2ccc(Cl)cc2)nnc1-c1ccc2nonc2c1 | 53
CCOC(=O)c1cccc(NC(=O)Cn2cnc3c(sc4ccccc43)c2=O)c1 | 137
CCOc1cc(S(=O)(=O)Nc2ncccc2C)c(OCC)cc1C | 67
CC1CN(C(=O)c2cc3cccnc3n(Cc3ccc(F)cc3)c2=O)CC(C)O1 (stereo not drawn) | 55
Cc1onc(-c2c(Cl)cccc2Cl)c1C(=O)N[C@@H]1C(=O)N2[C@@H]1SC(C)(C)[C@@H]2C(=O)O | 65&62&59
CC(C)(C)c1ccc(C(=O)NNC(=S)Nc2ccc3c(c2)OCO3)cc1 | 47
O=c1cccnn1CCNS(=O)(=O)CCc1ccccc1 | 65
CC(C)c1cc(C(=O)O)c2cc(F)ccc2n1 | 58
Cc1cnc2n(c1=O)C(CC(=O)NCc1ccccn1)CS2 (stereo not drawn) | 62
O=C(CSc1nccn1Cc1ccco1)Nc1ccccc1C(F)(F)F | 71
O=C(Oc1ccc(Cl)c2cccnc12)c1ccc(F)cc1 | 87
CC(=O)c1ccc(NC(=O)Cn2nc(-c3ccco3)c3sc(N4CCOCC4)nc3c2=O)cc1 | 73
Cc1ccc(C)c(S(=O)(=O)Nc2ccc3c(c2)N(C)C(=O)C(C)(C)CO3)c1 | 64
Cc1[nH]c(=O)n(C)c(=O)c1CCc1nnc(SCc2ccc(Cl)cc2)o1 | 62
Cc1ccc(C(=O)O)c(=O)[nH]1 | 46&58
O=C(Nc1nnc(C2=COCCO2)o1)c1ccc(F)cc1 | 61
COc1ccc(C(=O)Nc2c(N)nc(SCCO)[nH]c2=O)cc1OC | 68
Cn1c(SCC(=O)Nc2cccc(F)c2)nnc1-c1cccn(C)c1=O | 63
O=c1onc(-c2cccnc2)n1-c1ccccc1C(F)(F)F | 58
CCOc1ccc(-c2ccc(N3CCN(C(=O)c4cccs4)CC3)nn2)cc1 | 89
Cc1cc(NC(=O)c2ccc(Cc3ccccc3)cc2)n(C)n1 | 61
CN(C)c1cc(C(F)(F)F)cnc1C#N | 55
O=C(Cc1csc2nc(-c3ccccc3)cn12)NCc1ccccn1 | 62
Cc1nc2sc(C)c(C)n2c(=O)c1NC(=O)CCCc1ccccc1 | 64
COc1ccc(CCN=Cc2ccccn2)cc1OC | 60
O=C(Cc1csc(-c2cccnc2)n1)NNC(=O)c1ccc(C(F)(F)F)cc1 | 56
CC(C)c1cc(=O)n2c(n1)SCC2CC(=O)NCc1c(F)cccc1F (stereo not drawn) | 68
O=C(NCCC1=CCCCC1)c1cc2cc(Br)ccc2oc1=O | 62
Cc1cc2cc(CNC(=O)c3cc([N+](=O)[O-])ccc3Cl)ccc2[nH]1 | 63
COc1cccc(C(=O)N2CCN(c3nc4c(Cl)cccc4s3)CC2)c1 | 83
CCc1c(C)nc(SCc2nc(-c3ccccc3)oc2C)[nH]c1=O | 62
CC(=O)NNC(=O)c1cccc([N+](=O)[O-])c1 | 63
COc1cc2c(cc1OC)C(COc1ccc([N+](=O)[O-])cc1)N(C(=O)c1cc([N+](=O)[O-])ccc1Cl)CC2 (stereo not drawn) | 50
COc1ccc(OC)c(S(=O)(=O)NCCOc2cccc(C(F)(F)F)c2)c1 | 62
O=C(CC1CCCCN1S(=O)(=O)c1ccccc1)NCc1ccc(F)cc1 (stereo not drawn) | 70
COc1ccc(-c2c[nH]c(=S)n2Cc2ccccc2)cc1 | 61
COc1ccc(CCC(=O)NCC(c2ccsc2)N2CCc3ccccc3C2)cc1 (stereo not drawn) | 71
OC(COc1ccc2cc(Br)ccc2c1)Cn1cnc2ccccc21 (stereo not drawn) | 55
COc1ccc(C(=O)NC(=S)Nc2cccnc2Cl)cc1 | 60
Cc1csc(N=C(N)N)n1 | 67
COc1cccc(NC(=O)NCC(c2ccc3c(c2)CCN3C)N2CCOCC2)c1OC (stereo not drawn) | 60
CC(=O)Nc1ccc(SCCCC(=O)Nc2ccc(C(F)(F)F)cc2)nn1 | 76
Cc1ccc(Cl)cc1N1CCN(CC(O)COc2c(F)cc(Br)cc2F)CC1 (stereo not drawn) | 61
Cc1cc(C)c2ccc(Cl)nc2n1 | 59
Cc1ccc2cc(N=Cc3ccc(O)cc3)ccc2n1 | 59
CC(=O)c1ccc(OC(=O)c2ccco2)cc1 | 64
O=C(c1ccco1)N1CCN(C(c2ccc([N+](=O)[O-])cc2)c2sc3nc(-c4ccco4)nn3c2O)CC1 (stereo not drawn) | 56
Nn1c(-c2ccccn2)n[nH]c1=S | 68
O=C(NCc1ccco1)C1(c2cccs2)CCCC1 | 59

More entries:
SMILES | RMI-FANCM inh
COc1ccc(CCC(=O)OCc2cc(-c3cccs3)on2)cc1 | 55
Cc1ccc(CNC(=O)CN2N=NC3C(=O)N(c4ccc5c(c4)OCCO5)C(=O)C32)cc1 (stereo not drawn) | 56&57
CCOC(=O)c1c(C)nn(-c2ccc(NC(=O)c3ccccc3C(=O)O)cc2)c1C | 55
CC(C)(c1ccc(O)cc1)c1ccc(Cl)cc1 | 60
CCCC(=O)Nc1cc(-c2cn3nc(OC)ccc3n2)ccc1F | 73
CC(C)C(=O)Nc1ccc(C(=O)NCCNC(=O)c2ccc(Cl)cc2Cl)cc1 | 69
Cc1ccc(-c2nn3c(=S)[nH]nc3c3ccccc23)cc1 | 57
CSc1cccc2sc(Nc3nc4ccc5sc(C)nc5c4s3)nc12 | 84
c1ccc2c(c1)CCCN2c1nc(N2CCOCC2)nc(N2CCOCC2)n1 | 61
COc1ccccc1-n1c(=S)ssc1=NC(=Nc1ccccc1)c1ccccc1 | 63
O=C(CS(=O)(=O)c1cn(CC(=O)N2CCOCC2)c2ccccc12)Nc1cc(C(F)(F)F)ccc1Cl | 57
Cc1ccc(-c2ccc(=O)n(CCCNC(=O)COc3ccccc3Cl)n2)cc1 | 68
COc1ccc(NC(=O)c2sc(-c3ccc4c(c3)CCO4)nc2C)cc1 | 58
Cc1cc(C(=O)Nc2c3c(nn2C)CCC3)on1 | 65
O=C(/C=C/OC(=O)c1ccc(Cl)cc1)c1ccc(Cl)cc1 | 59&55
S=c1[nH]cnc2scc(-c3ccccc3)c12 | 65
C=CCn1c2ccccc2c2cc(-c3ccc4c(c3)c3ccccc3n4CC=C)ccc21 | 56
NC(=O)C1CCN(c2ncnc(N)c2[N+](=O)[O-])CC1 | 82
CC(C)(CCl)C(=O)N1CCC2(CC1)CC(=O)c1ccccc1O2 | 57
Cc1cc(NC(=O)c2ccc(Cl)s2)n(-c2nc3ccccc3s2)n1 | 62
COCCn1c(=NC(=O)c2ccccc2Br)sc2cc([N+](=O)[O-])ccc21 | 115
O=S(=O)(CCCOc1ccc2c(c1)OCO2)NCCc1c[nH]c2ccccc12 | 60
O=C(C1=COCCO1)N(CCn1cccn1)c1nc2c(Cl)cccc2s1 | 69
Cc1ccc2nc(SCc3nc4cccc(C)n4c3Br)[nH]c2c1 | 59
Cc1ccnc(NS(=O)(=O)c2ccc(NC(=O)c3cc(-c4ccccc4)nc4ccccc34)cc2)n1 | 53
Cc1cccc(-c2c(NC(=O)c3ccco3)oc3ccc(Cl)cc3c2=O)c1 | 68
CCOC(=O)c1c(N/C=C(/C#N)c2nc(-c3cccc(OC)c3)cs2)sc(C(=O)OCCOC)c1C | 69
C/C(=N/O)C(=O)Nc1ccccc1 | 61
Cc1cc(S(=O)(=O)OC(C)c2nc3ccccc3[nH]2)c(Cl)cc1Cl (stereo not drawn) | 53
CCN1C(=O)C(C)(C)COc2cc(NS(=O)(=O)c3ccc(F)cc3C)ccc21 | 58
COc1ccc(-c2c3c(nc4sc(C(=O)c5ccc6c(c5)OCO6)c(N)c24)CC(C)(C)CC3=O)cc1 | 148
C=CCN(CC=C)S(=O)(=O)c1ccc(C(=O)Nc2nc3ccc(Br)cc3s2)cc1 | 68
CS(=O)(=O)c1nc2ccccc2n1Cc1ccc(Cl)cc1 | 54
O=C(Nc1nc(CSCc2ccc(F)cc2)cs1)c1cc(=O)c2ccccc2o1 | 57
Cc1ccc(-n2cc[nH]c(=S)c2=O)cc1 | 63
COC(=O)C/C(=N/NC(=O)c1ccccc1N)C(=O)OC | 56
O=C(Cc1csc(SCc2ccc(Cl)cc2)n1)NCc1ccccn1 | 54
Cc1nc2scc(C)n2c(=O)c1NC(=O)c1ccc(Cl)nc1 | 54
O=C(NCc1ccc2[nH]c3c(c2c1)CCCC3)c1cccs1 | 45
COc1ccc(/C=C/C(=O)NC(=S)Nc2ccc(S(=O)(=O)N3CCCC3)cc2)cc1OC | 59
O=c1c2ccccc2nc(SCc2nc(-c3cccs3)no2)n1Cc1cccs1 | 106
CC(=O)c1ccc(OC(=O)C2OC3OC4(CCCCC4)OC3C3OC4(CCCCC4)OC23)cc1 (stereo not drawn) | 58
COc1ccc(NC(=O)Cn2nc(-c3ccco3)c3sc(N4CCOCC4)nc3c2=O)cc1OC | 67
COc1ccc(NC(=O)CCCn2nc(-c3cccs3)ccc2=O)cc1OC | 68
C#CCn1c(=NC(=O)C2CCCN2S(=O)(=O)c2ccc(Cl)s2)sc2cc(C(=O)OC)ccc21 (stereo not drawn) | 56
OCCNc1nc2ccc(Br)cc2c(-c2ccccc2)c1-c1cc(-c2ccccc2)c2cc(Cl)ccc2n1 | 58
CN(C)c1ccc(C(CNC(=O)C(=O)NC2CC2)N2CCCC2)cc1 (stereo not drawn) | 60
O=C(CCn1c(=O)oc2ccccc21)Nc1ccccn1 | 59

Some of the entries so far, as tab-separated lines:
compound	RMI-FANCM inh
CC(=O)c1ccc(OC(=O)C2OC3OC4(CCCCC4)OC3C3OC4(CCCCC4)OC23)cc1 (stereo not drawn)	58
COc1ccc(NC(=O)Cn2nc(-c3ccco3)c3sc(N4CCOCC4)nc3c2=O)cc1OC	67
COc1ccc(NC(=O)CCCn2nc(-c3cccs3)ccc2=O)cc1OC	68

Remaining list, next part:
SMILES | RMI-FANCM inh
CC(Oc1ccccc1)C(=O)NCCn1ncc2c(=O)n(Cc3ccccc3F)cnc21 (stereo not drawn) | 68
CCCCOc1ccc(C(=O)Nc2ccc3c(c2)N(C(C)=O)CC3)cc1 | 65
Cc1cc(NC(=O)CCCn2nc(-c3cccnc3)ccc2=O)no1 | 53
COc1cccc(NC(=O)CSc2nccn(-c3ccc(Br)cc3)c2=O)c1 | 69
CC1(C)S[C@@H]2[C@H](NC(=O)[C@H](N)c3ccccc3)C(=O)N2[C@H]1C(=O)OC1OC(=O)c2ccccc21 (stereo partly drawn) | 57
CC(=O)Nc1cccc(NC(=O)Cc2cn(Cc3ccccc3)c3ccccc23)c1 | 69
CC(C)(C#N)c1cc(Cn2cncn2)cc(C(C)(C)C#N)c1 | 60
Nc1nnc(C(F)(F)F)s1 | 68
CSc1c2c(c(C#N)c3nc4ccccc4n13)CCCC2 | 73
O=C(CCCSc1ccc(NC(=O)C2CC2)nn1)Nc1nccs1 | 62
CCN1CCN(C(c2cccs2)C(C)NS(=O)(=O)c2ccc(Br)cc2)CC1 (stereo not drawn) | 73

Six of the compounds above, with the structure last:
RMI-FANCM inh,molecule
59,O=C1Nc2ccccc2Oc2ccc(NC(=O)C34CC5CC(CC(C5)C3)C4)cc21
148,COc1ccc(-c2c3c(nc4sc(C(=O)c5ccc6c(c5)OCO6)c(N)c24)CC(C)(C)CC3=O)cc1
60,COc1cccc(NC(=O)NCC(c2ccc3c(c2)CCN3C)N2CCOCC2)c1OC (stereo not drawn)
61,c1ccc2c(c1)CCCN2c1nc(N2CCOCC2)nc(N2CCOCC2)n1
59,Cc1ccc2cc(N=Cc3ccc(O)cc3)ccc2n1
61,Cc1cc(NC(=O)c2ccc(Cc3ccccc3)cc2)n(C)n1
